Assay outcomes deposited in PubChem by several laboratories.
IL1B NFkB pot: enhancers of NFkB p65 translocation in HUVEC – imaging, IL-1B stimulus, high-content imaging, primary screen; HUVEC IL-1B NFkB p65 nuclear translocation imaging; activation, % at 2 µM; 0.3% of 94,000 active; AID 819, 2007;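 active means activation above 40%, about the mean plus 3 SD, also judged a hit on visual image review; inconclusive means activation above 40% but not a hit on visual review; inactive means activation not above 40% and no visual hit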;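 further: percent activation is computed from the nuclear over cytoplasmic p65 intensity ratio; values of inactives mirror those of a sister screen read the other way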
Bcl-B TR3 displacers: displacers of TR3 peptide from Bcl-B, primary screen, selectivity assay for Bfl-1 inhibitor project, biochemical, fluorescence polarization; Bcl-2-like protein 10 (Homo sapiens); FP displacement of FITC-TR3 peptide from Bcl-B; higher % means a stronger effect; displacement, % at 20 µM, or IC50 in µM where a hit was titrated; 0.11% of 96,000 active;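 active means displacement above 50% at 20 µM plus a fluorescence interference ratio under 1.5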;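 further: plate controls were wells without compound for no effect and wells lacking Bcl-B protein for full effect; a part of the inactive calls stands beside numbers as strong as those of hits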
MRP resist rev: reversal of MRP1-mediated doxorubicin resistance, primary screen, H69AR cells, doxorubicin co-treatment; H69AR cells + 2 uM doxorubicin, CellTiter-Glo, 72 h; differential viability (reversal), % at 10 µM; 0.04% of 85,000 active; AID 602, 2007;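 active means viability drop by adding the cancer drug above about 55%, with treated viability meeting a 40% cutoff, limit read from the data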;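 further: viability without doxorubicin minus viability with 2 µM doxorubicin for each compound; larger differential means the compound sensitizes cells more to doxorubicin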
PLAP inhibition: PLAP enzyme inhibitors, biochemical, luminescence, HTS (AID 690). Alkaline phosphatase, placental type (Homo sapiens). purified PLAP, luminescent substrate; higher % means a stronger effect. one-dose inhibition, % at 20 µM; IC50 in µM for titrated hits. 0.08% of 96,000 active; in the data active means a potency from the dose series; inactive means the rest, 99 in 100 with inhibition below about 30%; further: strong numbers were not always called active
IL1B NFkB inh: inhibitors of IL-1B driven NFkB p65 nuclear import, primary screen, imaging, HUVEC, IL-1B stimulus, high-content imaging; HUVEC IL-1B NFkB p65 nuclear translocation imaging; inhibition, % at 2 µM; 0.43% of 94,000 active;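 active means inhibition above about 30% together with a positive call from visual inspection of the well image, limit read from the data; inconclusive means inhibition above a set limit but visual check negative; inactive means inhibition not above a set limit, visual check negative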;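 further: nuclear over cytoplasmic p65 intensity ratio measured by imaging; 0% = IL-1B stimulated DMSO wells and 100% = unstimulated DMSO wells; values of inactives mirror those of a sister screen read the other way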
MRP resist rev cytotoxicity: further read-out of MRP resist rev, marked with its call; viability, %; H69AR cells, CellTiter-Glo, 72 h; measured here: cytotoxicity without doxorubicin
MRP resist rev with doxorubicin: further read-out of MRP resist rev, marked with its call; viability, %; measured here: viability with 2 uM doxorubicin; active compounds read low
IL1B NFkB inh cell count 2 µM: second read-out of IL1B NFkB inh, no call of its own (marks repeat the call); cell count; measured here: cells passing quality filter;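 raw number of nuclei counted in each imaged well without normalization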
IL1B NFkB pot cell count 2 µM: recorded beside IL1B NFkB pot, whose call it bears; cell count; measured here: cells passing quality filter
The depositor's hits bear a star; ? = inconclusive; . = not tested or not shown.

The line under a structure holds: IL1B NFkB pot	IL1B NFkB pot cell count 2 µM	Bcl-B TR3 displacers	MRP resist rev	MRP resist rev cytotoxicity	MRP resist rev with doxorubicin	PLAP inhibition	IL1B NFkB inh	IL1B NFkB inh cell count 2 µM
1	CCOc1ccc(/C(O)=C2\C(=O)C(=O)N(c3cc(C)on3)C2c2ccccc2OC)cc1 (stereo unspecified)
→ 11	122	0%	.	.	.	-3%	-11	122
2	Cc1cc(C)nc(N2CCN(c3ncnc4c3cnn4Cc3ccc(Cl)cc3Cl)CC2)n1
→ .	.	-1%	-7	32	39	10%	.	.
3	O=C(CN1CCN(c2ccccc2F)CC1)c1c[nH]c2ccccc12
→ -10	176	-20%	.	.	.	10%	10	176
4	OC(COc1ccc2ccccc2c1)CN1CCOCC1 (stereo unspecified)
→ -7	138	.	-1	77	78	.	7	138
5	CCOc1ccc(CSC(CC(=O)O)C(=O)O)cc1 (stereo unspecified)
→ 6	121	-6%	-8	93	102	-2%	-6	121
6	O=C(CSc1nnc(COc2ccccc2)o1)N1CCN(c2ccccc2)CC1
→ 24	119	.	.	.	.	.	-24	119
7	COCCN(CCOC)c1cc(C)c(C#N)c2nc3ccccc3n12
→ 27	143	-9%	6	76	70	7%	-27	143
8	O=C(c1cc2ccccc2oc1=O)N(Cc1ccccc1)Cc1ccc2c(c1)OCO2
→ 6	93	.	14	109	94	.	-6	93
9	Nc1nnc(CC(=O)N/N=C/c2cccc(OCCOc3ccccc3)c2)s1
→ -10	153	4%	.	.	.	11%	10	153
10	CCCSc1nnc(Nc2ccccc2C)s1
→ -3	165	-1%	16	109	93	7%	3	165
11	CC(=O)Nc1cc(C(=O)N2CCN(C)CC2)ccc1S(=O)(=O)c1ccc(C)cc1
→ 10	154	-1%	-4	97	101	-4%	-10	154
12	Cc1cccc(OCCCC(=O)O)c1
→ 11	126	-9%	4	95	90	14%	-11	126
13	CN1CCN(/C(=N\O)c2nonc2N)CC1
→ 3	101	0%	-5	94	99	2%	-3	101
14	CCNC(=O)CC1SC(=Nc2ccc(C)cc2)N(CC)C1=O (stereo unspecified)
→ 1	171	-18%	-9	88	97	-4%	-1	171
15	COC(=O)C1=C(C)NC2=C(C(=O)c3ccccc32)C1c1ccc(-c2ccc(C(=O)O)cc2)o1 (stereo unspecified)
→ 7	143	30%	14	80	65	-42%	-7	143

Continued:
The line under a structure holds: IL1B NFkB pot	IL1B NFkB pot cell count 2 µM	Bcl-B TR3 displacers	MRP resist rev	MRP resist rev cytotoxicity	MRP resist rev with doxorubicin	PLAP inhibition	IL1B NFkB inh	IL1B NFkB inh cell count 2 µM
16	CCCN(CCC)CCNC(=O)C1CCCN(S(=O)(=O)c2ccc3c(c2)oc(=O)n3C)C1 (stereo unspecified)
→ 17	169	-4%	4	87	82	-41%	-17	169
17	Cc1cccc(/C=C2/SC(=O)N(Cc3ccccc3)C2=O)n1
→ -5	167	-5%	.	.	.	16%	5	167
18	O=C(CN1C(=O)c2ccccc2C1=O)Nc1ccccc1F
→ .	.	1%	17	99	82	10%	.	.
19	Cc1cccc2cc(C(c3nnnn3CC3CCCO3)N3CCCc4ccccc43)c(=O)[nH]c12 (stereo unspecified)
→ 9	205	15%	11	94	83	-55%	-10	205
20	Cc1cccc2cc(COC(=O)c3cccnc3)c(=O)[nH]c12
→ 12	90	-15%	-13	90	103	-10%	-12	90
21	Cc1ccc(O)c(-c2cc(-c3ccccc3F)[nH]n2)c1
→ -9	179	-4%	-6	43	49	10%	9	179
22	CCOc1ccc(OCC)c(NC(=O)CSCC(=O)O)c1
→ 0	169	7%	4	100	96	-8%	0	169
23	COC(=O)c1ccc(NC(=O)C2CCCN2S(=O)(=O)c2ccc(F)cc2)cc1 (stereo unspecified)
→ -3	168	.	6	89	83	.	3	168
24	CCN1CCN(CCCNC(=O)C(NC(=O)C2CCC(C)CC2)C(C)C)CC1 (stereo unspecified)
→ 7	120	-3%	0	85	85	-3%	-7	120
25	COc1ccc(CNC(=O)/C=C/c2cc3c(cc2Br)OCO3)cc1
→ 3	119	2%	.	.	.	-5%	-3	119
26	COCCN(C(=O)CCC(=O)Nc1cccnc1)C(C(=O)NC1CCCCC1)c1ccccc1 (stereo unspecified)
→ 1	129	-6%	17	88	70	-25%	-1	129
27	CCCCn1c(=O)[nH]c(=O)c2c1nc(COC(=O)c1c(C)noc1C)n2CCC
→ 12	175	-21%	-20	68	88	-20%	-12	175
28	COC(=O)c1ccc2c(c1)NC(=O)C(N1CCCC1)S2 (stereo unspecified)
→ 17	130	-9%	.	.	.	6%	-17	130
29	CCOc1ccc(S(=O)(=O)NCCCN2CCOCC2)cc1
→ -3	150	-4%	-7	102	109	-15%	3	150
30	Cc1cccc(OCc2n[nH]c(=S)o2)c1
→ -2	119	19%	2	99	97	-74%	2	119

Later entries:
The line under a structure holds: IL1B NFkB pot	IL1B NFkB pot cell count 2 µM	Bcl-B TR3 displacers	MRP resist rev	MRP resist rev cytotoxicity	MRP resist rev with doxorubicin	PLAP inhibition	IL1B NFkB inh	IL1B NFkB inh cell count 2 µM
31	CCOC(=O)c1ccc(NC(=O)CN2C(=O)C3C4C=CC(C4)C3C2=O)cc1 (stereo unspecified)
→ -2	165	-3%	-13	35	48	18%	2	165
32	O=C(c1ccc(N2CCCC2=O)cc1)N1CCN(c2ccccc2)CC1
→ 44*	133*	10%	12	99	87	3%	-44	133
33	CCOC(=O)C1=C(C)N(c2ccc(C)cc2)C(=O)/C1=C\c1cccs1
→ 5	116	6%	.	.	.	6%	-5	116
34	COc1ccc2c(C)cc(=O)oc2c1C
→ 2	185	-13%	6	96	89	8%	-2	185
35	N#Cc1cc(S(=O)(=O)c2ccccc2)c(N)[nH]c1=O
→ 11	145	-1%	.	.	.	-42%	-11	145
36	CC(/C=N/Nc1nnc2c(n1)[nH]c1ccccc12)=C\c1ccco1
→ 65*	177*	7%	-27	34	62	-44%	-65	177
37	Cc1nnc(SCC(=O)N2CCc3ccccc3C2)s1
→ ?	.	1%	-5	85	90	9%	-44	149
38	CSc1ccc(Cl)c(C(=O)NC2CCCC2)c1
→ 13	182	-13%	.	.	.	17%	-13	182
39	Cc1ccc2c(COn3nnc4ccc(S(=O)(=O)N(C)C)cc43)cc(=O)oc2c1C
→ 3	158	-5%	-20	33	53	7%	-3	158
40	CC1CCCC(C)N1C(=O)Cn1c(=O)sc2ccccc21 (stereo unspecified)
→ 3	163	14%	5	100	95	19%	-3	163
41	O=C(CSc1nnc(-c2cccnc2)n1Cc1ccccc1)NCc1ccco1
→ 4	137	1%	2	96	94	-7%	-4	137
42	COC(=O)c1cccc(S(=O)(=O)N(Cc2ccco2)Cc2cc3cc(OC)c(OC)cc3[nH]c2=O)c1
→ -7	173	-2%	7	67	60	-2%	7	173
43	O=C(c1ccccc1)c1cc2ccc(O)cc2oc1=O
→ -3	162	2%	-3	66	69	6%	3	162
44	COC(=O)c1ccc(-c2ccc(C(=O)N3CCCN(C)CC3)cc2)cc1
→ .	.	-2%	8	102	94	-7%	.	.
45	CC1(C)NC(=O)N(CCCCOc2ccc(Cl)cc2)C1=O
→ 7	157	10%	10	100	90	-1%	-7	157

Next part, overlapping the part above by seven compounds.
The line under a structure holds: IL1B NFkB pot	IL1B NFkB pot cell count 2 µM	Bcl-B TR3 displacers	MRP resist rev	MRP resist rev cytotoxicity	MRP resist rev with doxorubicin	PLAP inhibition	IL1B NFkB inh	IL1B NFkB inh cell count 2 µM
39	Cc1ccc2c(COn3nnc4ccc(S(=O)(=O)N(C)C)cc43)cc(=O)oc2c1C
→ 3	158	-5%	-20	33	53	7%	-3	158
40	CC1CCCC(C)N1C(=O)Cn1c(=O)sc2ccccc21 (stereo unspecified)
→ 3	163	14%	5	100	95	19%	-3	163
41	O=C(CSc1nnc(-c2cccnc2)n1Cc1ccccc1)NCc1ccco1
→ 4	137	1%	2	96	94	-7%	-4	137
42	COC(=O)c1cccc(S(=O)(=O)N(Cc2ccco2)Cc2cc3cc(OC)c(OC)cc3[nH]c2=O)c1
→ -7	173	-2%	7	67	60	-2%	7	173
43	O=C(c1ccccc1)c1cc2ccc(O)cc2oc1=O
→ -3	162	2%	-3	66	69	6%	3	162
44	COC(=O)c1ccc(-c2ccc(C(=O)N3CCCN(C)CC3)cc2)cc1
→ .	.	-2%	8	102	94	-7%	.	.
45	CC1(C)NC(=O)N(CCCCOc2ccc(Cl)cc2)C1=O
→ 7	157	10%	10	100	90	-1%	-7	157
46	O=C(NCCNS(=O)(=O)c1ccccc1Cl)c1cc(OCC(F)(F)F)ccc1OCC(F)(F)F
→ 24	155	-5%	.	.	.	1%	-24	155
47	CC(=O)NCC(=O)N(C)C(C(=O)Nc1ccc2c(c1)OCCO2)c1ccccc1 (stereo unspecified)
→ 16	125	.	.	.	.	.	-16	125
48	O=C(Cn1cccc1C(=O)c1ccccc1)NCc1cccnc1
→ 2	173	6%	6	99	93	-4%	-2	173
49	CCOCCc1nnc(NC(=O)c2cc(OC)c(OC)c(OC)c2)s1
→ -6	197	-8%	6	83	77	-38%	6	197
50	COc1cccc(-c2nc(NC(C)C)c3ccccc3n2)c1O
→ 1	114	-9%	6	95	89	-4%	-1	114
51	CC12CCC(C(=O)N(NC(=O)c3ccc(O)cc3)C1=O)C2(C)C (stereo unspecified)
→ -4	25	-1%	.	.	.	-1%	4	25
52	CCOCCCNC(=O)C1CCC(CNS(=O)(=O)c2ccc(Cl)cc2)CC1 (stereo unspecified)
→ 3	158	-3%	-4	90	94	-21%	-4	158
53	CCCCOC(=O)c1ccc(NC(=O)C(=O)NCC2CCCO2)cc1 (stereo unspecified)
→ 3	71	2%	.	.	.	-12%	-3	71

A portion of the library; count on the stated rates, not on these rows.
